Source: PubChem
Apaf1 inhib: human Apaf-1 inhibition. inhibition, % at 20 µM. hit rate 0.71% among 330,000. O14727. reconstituted apoptosome caspase-3 activity, DEVD-Rh110 fluorescence; active means inhibition of at least 40% at 20 µM;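 further: plate controls were DMSO wells for no effect and DEVD-CHO caspase inhibitor wells for full effect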
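detection = Rh110 fluorescence intensity | test system = biochemical Apaf-1 apoptosome reconstitution | also added = cytochrome c and DEVD-Rh110 substrate | schedule = 30 min plus 50 min, RT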
hIAP activ: human IAP activation; P09923; purified human IAP, CDP-Star luminescence, 30 min; active compounds read high; 1 = vehicle-only enzyme, 0 = enzyme-free background; activation factor at 10 µM; hit rate 0.16% among 330,000; AID 2524;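 active means activation factor of the enzyme at least 2-fold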; further: the source names both 10 and 20 µM as test concentration; values of inactives mirror those of a sister screen read the other way
Target sequence (P09923 whole entry, looked up): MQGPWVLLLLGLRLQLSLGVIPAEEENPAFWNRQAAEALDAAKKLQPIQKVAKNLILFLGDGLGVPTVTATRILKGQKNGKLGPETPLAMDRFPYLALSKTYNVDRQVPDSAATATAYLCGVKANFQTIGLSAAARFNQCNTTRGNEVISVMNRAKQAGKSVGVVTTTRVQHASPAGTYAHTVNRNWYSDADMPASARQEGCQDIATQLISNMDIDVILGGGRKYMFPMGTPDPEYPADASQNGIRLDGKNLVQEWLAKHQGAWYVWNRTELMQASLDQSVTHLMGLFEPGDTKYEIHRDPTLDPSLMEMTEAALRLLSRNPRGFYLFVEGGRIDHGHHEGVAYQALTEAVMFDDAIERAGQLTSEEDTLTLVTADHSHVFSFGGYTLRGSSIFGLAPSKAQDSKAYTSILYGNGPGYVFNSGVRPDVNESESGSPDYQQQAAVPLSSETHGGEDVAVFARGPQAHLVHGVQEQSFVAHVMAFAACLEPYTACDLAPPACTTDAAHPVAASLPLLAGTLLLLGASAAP
TIM10 inh: growth inhibitors of TIM10 yeast strain. S. cerevisiae TIM10 strain growth, BacTiter-Glo luminescence, 24 h. inhibition, % at 10 µM. hit rate 1.4% among 330,000. AID 463195;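 active means inhibition of 40% or more at the single tested concentration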;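 further: wild-type TIM10 isogenic control strain grown at permissive 25 °C; 0% = DMSO yeast wells and 100% = minimal medium wells without yeast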
ATG4B inh: ATG4B (human) cysteine protease inhibition. Q9Y4P1. ATG4B cleavage of LC3-PLA2, NBD-HPC fluorescence, 1 h. inhibition, % at 8.33 µM. hit rate 0.51% among 340,000. AID 504462; in the data active means inhibition above about 40%
Target sequence (Q9Y4P1 whole entry, looked up): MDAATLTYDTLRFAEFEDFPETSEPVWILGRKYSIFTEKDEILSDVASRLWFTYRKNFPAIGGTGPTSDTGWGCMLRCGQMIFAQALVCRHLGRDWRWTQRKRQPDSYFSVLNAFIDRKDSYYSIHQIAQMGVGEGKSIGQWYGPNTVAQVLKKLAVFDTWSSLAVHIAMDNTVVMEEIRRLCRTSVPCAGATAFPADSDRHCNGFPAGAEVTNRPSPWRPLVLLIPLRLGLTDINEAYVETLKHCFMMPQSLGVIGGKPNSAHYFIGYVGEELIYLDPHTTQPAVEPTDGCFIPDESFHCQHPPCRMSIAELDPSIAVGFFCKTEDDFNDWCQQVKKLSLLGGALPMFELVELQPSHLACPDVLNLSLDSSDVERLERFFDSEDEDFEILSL
hIAP inh: human IAP inhibition | P09923 | purified IAP, CDP-Star luminescence, 30 min | inhibition, % at 10 µM | hit rate 0.12% among 330,000;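 active means inhibition reaching a set limit with compound at 10 µM in the primary screen, cut at about 35% in these data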;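 further: plate controls were DMSO wells with enzyme for no effect and no-enzyme buffer wells for full effect; values of inactives mirror those of a sister screen read the other way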
tim10-1 inh: tim10-1 yeast growth inhibition; S. cerevisiae tim10-1 ts strain growth, BacTiter-Glo, 24 h; inhibition, % at 20 µM; hit rate 2.2% among 330,000;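 active means inhibition of at least 40%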;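 further: mutant grown at 25 °C; 0% = DMSO wells with yeast and 100% = wells holding no yeast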
NLRP3 yeast inh: NALP3 inhibition in yeast. Yeast reconstituted NLRP3/ASC/caspase-1, beta-gal luminescence, 24 h. inhibition, % at 10 µM. hit rate 0.39% among 330,000;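 active means inhibition of 50% or more; inactive means inhibition below 50%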;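 further: plate controls were induced DMSO wells for no effect and uninduced yeast grown without galactose for full effect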
mIAP act: increases mouse intestinal alkaline phosphatase activity; muIAP, CDP-Star luminescence, 30 min; active compounds read high; 1 = vehicle-only enzyme signal, 0 = enzyme-free wells; activation factor at 10 µM; hit rate 0.24% among 330,000; AID 2805;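 active means activation factor of at least 2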; further: the source names both 10 and 20 µM as test concentration; values of inactives mirror those of a sister screen read the other way
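System: Mouse IAP enzyme | Also added: CDP-Star substrate | Dosing: Compounds dispensed in DMSO | Schedule: 30 min enzyme-substrate-compound incubation at room temperature | Technique: Chemiluminescence readout | Control set: DMSO-only wells and no-enzyme negative control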
mIAP block: blocks mouse intestinal alkaline phosphatase | inhibition, % at 10 µM | purified mouse IAP, CDP-Star luminescence, 30 min | hit rate 0.2% among 330,000;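 active means inhibition of at least 40% at 10 µM in the primary screen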;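 further: plate controls were DMSO with enzyme for no effect and no enzyme wells for full effect; values of inactives mirror those of a sister screen read the other way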
* hit, by the source's call.

SMILES	Apaf1 inhib	hIAP activ	TIM10 inh	ATG4B inh	hIAP inh	tim10-1 inh	NLRP3 yeast inh	mIAP act	mIAP block
CC(=O)Cc1nsc(NC(=O)c2c(-c3ccccc3Cl)noc2C)n1	-3	0.87	-4	2	13	7	0	1.1	-6
O=C(CCN1C(=O)c2ccc([N+](=O)[O-])cc2C1=O)Nc1nccs1	-3	1	-9	7	0	10	9	1	-3
CCc1ccc(N(C(C)=O)C2C=CS(=O)(=O)C2)cc1 (centres undefined)	1	0.94	6	-8	6	14	9	1.1	-7
O=C(OC1CCCCC1=O)c1ccc(F)c(S(=O)(=O)N2CCOCC2)c1 (centres undefined)	-6	0.87	1	-3	13	2	7	0.96	4
CC(CNS(=O)(=O)c1ccccc1)Sc1nncn1C (centres undefined)	-6	1	-15	8	-5	20	8	1	-4
C#CCOCCOCCOCCNc1nc(N2CCN(C(=O)[C@H]([C@@H](C)CC)n3cc([C@@H](N)CC(C)C)nn3)CC2)nc(N2CCN(C(=O)[C@H](CCCCN)n3cc([C@@H](N)CC(C)C)nn3)CC2)n1	-1	0.97	9	9	3	0	1	1	-2
CCc1ccc(NC(=O)CS(=O)CC(=O)NCCCc2ccccc2)cc1 (centres undefined)	-6	0.96	2	1	4	-4	13	0.98	2
O=C1C(=C2CCCCC2)SC(=S)N1Cc1ccco1	5	1	6	-3	-3	24	3	0.72	28
CSc1ccc(/C=N/NC(=O)c2ccc(-n3cnnn3)cc2)cc1	-5	0.97	-2	-8	3	2	10	0.9	10
N#Cc1c(/N=C/c2cccnc2)sc2c1CCCC2	14	0.97	7	3	3	21	27	0.87	13
Cn1c(=O)[nH]c(=O)c2c1nc1n2CC(COc2ccc3ccccc3c2)O1 (centres undefined)	-1	1	12	0	-2	2	5	1	0
COCCNC(=O)Cn1cc(C(=S)N2CCCCC2)c2ccccc21	-9	1.1	-1	-7	-7	21	0	0.98	2
O=C(Nc1ccc2c(c1)OCO2)c1cc(-c2ccccc2Cl)on1	3	1.1	12	18	-9	-15	4	1	0
Cc1[nH]n(-c2cccc(Cl)c2)c(=O)c1/C=N/n1c(C)nc2ccccc2c1=O	10	0.87	19	-3	13	29	14	1	-1
Cc1ccc(NC(=O)CSCC(=O)Nc2nnc(C)s2)cc1	-3	0.9	15	-3	10	3	10	0.96	4
CCn1c(SCC(=O)N2CCN(c3cccc(Cl)c3)CC2)nc2ccccc2c1=O	15	1.2	0	8	-20	29	15	0.97	3
CN1CCN(C(=O)N(c2ccccc2)c2ccccc2)CC1	-18	0.88	4	-2	12	-18	8	0.96	4
CCC(C)(C)C1CCc2[nH]nc(C(=O)NC(C)C)c2C1 (centres undefined)	7	1.3	22	-2	-30	36	9	1	-1
CC1CN(C(=O)c2cccc(C(=O)N3CC(C)OC(C)C3)c2)CC(C)O1 (centres undefined)	-22	0.98	8	-9	2	7	14	1	-4
COc1ccc(N=Cc2ccc(-c3ccccc3)o2)cc1	14	0.98	-13	19	2	-17	14	0.99	1
C/C=C1\COC(C(=O)NCc2ccccc2)(C(F)(F)F)C=C1C=C(C)C (centres undefined)	3	0.82	11	11	18	5	10	1.1	-7
Cn1c(-c2ccccc2)c(C#Cc2ccc(N)cc2)c2ccccc21	36	0.82	7	-8	18	13	-63	1	-3
NC(=O)c1c(NC(=O)c2ccccc2F)sc2c1CCCC2	14	1.1	22	-2	-8	29	37	0.95	5
C=CCC[C@H](Cc1ccc(F)cc1)C(=O)OC[C@@H](NC(=O)[C@@H](CC=C)CC(=O)N[C@H](CO)Cc1ccccc1)C(C)(C)C	41*	1	12	-5	0	11	3	1.1	-5
COc1cccc(CNc2ccc(F)c(Cl)c2)c1O	-7	0.83	21	10	17	21	44	0.95	5
Cc1nc2cc(N)ccc2n1-c1ccccc1	7	1	-4	-2	0	-17	8	1.1	-6
O=C(Cn1cnc2ccccc2c1=O)NCC(=O)N1CCOCC1	5	0.97	1	6	3	1	-2	1.1	-5
NC(=O)CSc1nc(-c2ccccc2)nc2c1CCCC2	0	1.1	15	-4	-7	8	1	0.96	4
O=C(NCCN1CCCC1=O)C1CCC(=O)N(CCc2ccc(Cl)cc2)C1 (centres undefined)	-3	1.1	4	7	-5	5	-10	1.1	-8
COc1cccc(C(=O)NCc2cccnc2)c1	-11	1.1	15	-2	-8	18	13	0.98	2
O=C(COC(=O)C1CCC1)Nc1cc(S(=O)(=O)N2CCCCC2)ccc1Cl	17	1.4	15	0	-35	20	5	1	-1
COc1ccc(OC)c(NC(=O)c2ccc(OCC(=O)N3CCOCC3)c(OC)c2)c1	4	0.94	4	-4	6	-2	-7	1	-4
CCOc1cccc(C(=O)NC(=S)Nc2cccc(C)c2)c1	14	1.2	5	-3	-16	26	4	0.62	38
COCCn1nnnc1C(c1ccc(OC)cc1)N1CCC(C)CC1 (centres undefined)	-11	1	-7	0	-3	15	21	0.89	11
Cc1ccc(C)c(OCCC(=O)OCC(=O)NCc2ccccc2)c1	14	1.2	-16	-5	-17	-1	25	0.93	7
CCC(C)[C@@H](C(=O)Nc1ccc2c(c1)OCO2)N1Cc2ccccc2C1=O (some centres undefined)	8	0.8	15	-12	20	11	17	0.98	2
CN(C)CCCn1c(SCc2ccc(Cl)cc2)nnc1-c1ccncc1	-5	1	-13	3	0	-12	21	0.97	3
CCNC(=O)Nc1nc2ccccc2s1	-1	1	-3	1	-1	2	-4	1.1	-14
CCC(=O)N/C(=N\OCc1ccc(F)cc1)c1nonc1NC(=O)CC	0	1.1	8	-5	-8	9	1	1.1	-9
O=C1OCCC/C1=C\c1ccc2c(c1)OCO2	-3	0.84	0	4	16	4	5	0.9	10
COCCn1nnnc1C(c1cc2cc(C)ccc2[nH]c1=O)N1CCCCCC1 (centres undefined)	5	0.92	0	3	8	12	8	0.33	67*
CC1CN(C(=O)/C=C/c2ccccc2Cl)CC(C)O1 (centres undefined)	0	1.2	7	4	-16	-5	30	1	0
C/C(=N\NC(=O)c1ccc2c(c1)OCO2)c1ccc(C(=O)O)s1	-4	0.96	-3	-4	4	0	6	0.93	7
O=C(Nc1ccc(S(=O)(=O)Nc2cnc3ccccc3n2)cc1)c1ccccc1Br	-5	0.95	3	3	5	-33	11	1	0
CCN(CC)CCN1C(=O)C(O)=C(C(=O)c2cccs2)C1c1ccccn1 (centres undefined)	-12	0.89	-13	0	11	1	-4	0.89	11
CC(Sc1ccccc1)C(=O)N1CCN(S(=O)(=O)c2cccc(Br)c2)CC1 (centres undefined)	17	0.83	-8	1	17	3	25	1.1	-10
CCOC(=O)[C@H]1[C@H]2COc3ccccc3[C@@H]2N2C(=O)CN(CC3CCCO3)C(=O)[C@@]12C (some centres undefined)	6	0.87	5	-7	13	3	6	1.1	-9
CC(C)(C)C(=O)Nc1cccc(-c2nc3ccccc3c(=O)o2)c1	-23	0.82	25	9	18	40*	22	0.99	0
Cc1c(C(=O)O)sc2ncn(C)c(=O)c12	-5	0.74	10	-11	26	1	0	0.93	7
Clc1ccc(-c2nnc(NCc3ccccc3)c3ccccc23)cc1	23	0.99	54*	-2	1	32	16	0.97	3
COC(=O)C(C)(N)Cc1ccc(O)cc1 (centres undefined)	-9	1	6	6	0	-15	21	0.97	2
COc1ccc(NC(=O)CSc2nnc(Cn3cnc4ccccc43)n2C)cc1	-11	0.87	4	11	13	-6	1	0.96	4
C=CCNc1nc(-c2ccccc2)nc(-n2ccnc2)n1	9	1.2	35	10	-19	20	27	0.97	3
O=C(CNC(=S)N(Cc1ccc(F)cc1)C1CCCCC1)NCCN1CCOCC1	16	1	11	-6	0	18	8	1.1	-13
COc1cccc(C(=O)Cn2c(=O)n(CC3CCCO3)c(=O)c3ccccc32)c1 (centres undefined)	4	0.93	-12	-7	7	-2	13	1	-1
COc1ccc(C(=O)Nc2nc3ccccc3s2)cc1OC	8	1.2	19	-14	-24	3	2	0.91	9
COc1ccc(CCNS(=O)(=O)c2c(N)n(C)c(=O)n(C)c2=O)cc1OC	-19	1	-7	-1	-2	1	11	0.94	6
O=C(CCn1c(=O)oc2ccccc21)N1CCN(c2ccccc2F)CC1	5	0.94	14	-8	6	27	24	0.97	3
Oc1ccccc1Nc1ncnc2c1oc1ccccc12	0	0.91	-8	1	9	-15	30	0.96	4
CO/N=C/c1cn(-c2ccc(Cl)cc2)nn1	5	0.98	5	-3	2	2	9	0.99	1

The list continues.
SMILES	Apaf1 inhib	hIAP activ	TIM10 inh	ATG4B inh	hIAP inh	tim10-1 inh	NLRP3 yeast inh	mIAP act	mIAP block
COc1ccc(C2CC(C(F)(F)F)n3ncc(C(=O)O)c3N2)cc1OC (centres undefined)	-3	0.81	-8	-9	19	-25	23	1.1	-10
CCCCCCNS(=O)(=O)c1ccccc1Br	9	1.1	-1	-3	-5	21	23	1	0
Cc1ccc(NC(=O)CS(=O)CC(=O)NC2CCN(Cc3ccccc3)CC2)c(C)c1 (centres undefined)	5	1.1	-23	-5	-11	13	6	1	-3
Nc1scc2c(C(=O)N/N=C/c3ccc(Cl)cc3)nn(-c3ccccc3)c(=O)c12	42*	0.9	26	-4	10	37	4	0.75	25
NC(=O)N/N=C/c1coc2ccc3ccccc3c2c1=O	-15	1.1	4	9	-6	10	-6	0.91	9
Cc1onc(-c2ccccc2)c1C(=O)N/N=C/c1ccco1	-9	1.1	17	6	-14	6	12	1.1	-5
Cc1ccsc1C(=O)N1CC(=O)Nc2ccccc21	2	1.1	-7	-4	-11	10	12	1	0
COCc1cc(=O)n2[nH]c(-c3cccc(Br)c3)cc2n1	0	0.78	5	0	22	1	-3	0.96	4
CCOCCc1nnc(NC(=O)c2cccc(F)c2)s1	-9	0.91	4	-14	9	16	29	1	-3
CCc1ccc(N(C(=O)c2ccoc2C)C(C(=O)NC2CCCC2)c2ccc(OC)cc2)cc1 (centres undefined)	-1	1.2	15	11	-21	25	5	1.1	-7
Cc1sc2ncn(CC(=O)NCC(=O)N3CCN(c4ccccc4F)CC3)c(=O)c2c1C	-4	1.1	-14	-3	-13	-8	8	0.98	2
Cc1cc(C)n(CCO)c(=O)n1	-5	0.96	0	-4	4	7	2	0.93	7
COc1cc([N+](=O)[O-])c(OC)cc1SCc1n[nH]c(=S)n1-c1ccc(F)cc1	2	1	5	2	-1	15	17	0.86	14
CC(=O)Nc1ccc(NC(=O)COc2cc(O)c3c(c2)OC(C)(C)CC3=O)cc1	-6	0.97	0	-8	3	-7	5	1	0
CC(=O)c1sc2nc(SCC(=O)N3CCCCC3)[nH]c(=O)c2c1C	3	1.3	-5	6	-32	8	10	0.94	6

Look-ups from the results shown:
`COc1ccc(C2CC(C(F)(F)F)n3ncc(C(=O)O)c3N2)cc1OC` (centres undefined) @ TIM10 inh: -8
`Cc1onc(-c2ccccc2)c1C(=O)N/N=C/c1ccco1` @ TIM10 inh: 17
`CC(=O)Nc1ccc(NC(=O)COc2cc(O)c3c(c2)OC(C)(C)CC3=O)cc1` @ TIM10 inh: 0
`Cc1sc2ncn(CC(=O)NCC(=O)N3CCN(c4ccccc4F)CC3)c(=O)c2c1C` @ Apaf1 inhib: -4
`CCOCCc1nnc(NC(=O)c2cccc(F)c2)s1` @ ATG4B inh: -14

An excerpt of these results, with bars between the fields:
SMILES | Apaf1 inhib | hIAP activ | TIM10 inh | ATG4B inh | hIAP inh | tim10-1 inh | NLRP3 yeast inh | mIAP act | mIAP block
CC(=O)c1sc2nc(SCC(=O)N3CCCCC3)[nH]c(=O)c2c1C | 3 | 1.3 | -5 | 6 | -32 | 8 | 10 | 0.94 | 6
COCc1cc(=O)n2[nH]c(-c3cccc(Br)c3)cc2n1 | 0 | 0.78 | 5 | 0 | 22 | 1 | -3 | 0.96 | 4
